# ERK EGF inh: blocks ERK signaling stimulated by EGF; HEK293-V1b, EGF-stimulated phospho-ERK AlphaScreen; Potency, µM (titrated, usually from 11.5 µM), inactives show at the top dose activity change, negative = inhibition, most hits filed as inhibitors; 130,000 compounds, 0.41% hits; AID 1454; active means well fitted inhibition curve with a large enough effect; inconclusive means small, poorly fitted or top-dose-only effect, or effect the other way;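 further: plate controls were stimulated vehicle wells for no effect and unstimulated vehicle basal for full effect; nearly all actives have a fitted effect of over 55% in size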
#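 Stably V1b-transfected HEK293 cells; 30 min compound, then EGF 25 nM final for 5 min at 37C; 10 min lysis; phospho-ERK by AlphaScreen after 5 hr beads at room temperature.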
# The depositor's hits bear a star; ? = inconclusive; [ ] = dose if it differs, or a comment. Potency means the concentration at half of the fitted maximal effect. Only part of the results is shown, so the mix of outcomes need not match the whole.
SMILES,ERK EGF inh
Cc1nn(-c2ccccc2)c(C)c1/C=N/NC(=O)CSc1nnc(SCc2ccc(Cl)cc2)s1,-1.3%
CCCn1c(SCC(=O)OCC)nc(C(F)(F)F)cc1=O,-5.4%
CC(C)(OC(=O)NC(=O)C(F)(F)F)C(C)(C)OC(=O)NC(=O)C(F)(F)F,5.5%
CN(CC#CC(O)(c1ccccc1)c1ccccc1)C(C)(C)C,-10.1%[57.5 µM]
O=C(NCc1ccccn1)c1ccc(Cn2cc(C(F)(F)F)ccc2=O)cc1,-0.3%
CC(C)(C)S(=O)(=O)c1cnc(N2CCOCC2)nc1N,8.4%[57.5 µM]
CCCOc1ccc(N2C(=O)CC(SC(=NCC)NCC)C2=O)cc1 (configuration not stated),13.5%
CC(=O)O[C@]1(C)CC[C@]23CC1C(C)(C)C2CC[C@@H]3C (some centres not stated),22.8%
O=C(COc1ncnc2ccccc12)Nc1ccc(S(=O)(=O)N2CCOCC2)cc1,-3.2%[57.5 µM]
Cn1nc(C(F)(F)F)cc1-c1ccc(S(N)(=O)=O)s1,5.1%[57.5 µM]
Cc1cc2c(cc(C(=O)N3CCC(C(=O)NC4CCCC4)CC3)n2Cc2c(F)cccc2Cl)o1,-12.0%[57.5 µM]
OC[C@@H](O)[C@H](O)C(/C=N/Nc1ccccc1)=N\Nc1ccccc1,-0.3%[57.5 µM]
COc1ccc(C)cc1Nc1nc(-c2c[nH]c3ccccc23)cs1,-8.0%
CCOC(=O)c1c(/N=C/c2cc(OC)cc([N+](=O)[O-])c2O)sc(C)c1C,?
COc1ccc(C(=O)O/N=C(\N)Cc2ccc(Cl)cc2Cl)cc1OC,2.4%
O=C(CSc1nnc(C2COc3ccccc3O2)o1)Nc1ccc(F)cc1Cl (configuration not stated),3.1%
COc1cc(C(=O)Nc2nnc(CC(C)(C)C)s2)c([N+](=O)[O-])cc1OC,1.1%
O=c1c(Cl)c(Nc2cccc(Cl)c2)cnn1-c1nc2ccccc2s1,-3.9%
Cc1ncsc1CCOC(=O)c1ccccc1,-9.8%
Cc1cc(O)cc(O)c1C(=O)OC1(C)C(=O)C=C2C=C(/C=C/CO)OC=C2C1=O (configuration not stated),-3.0%
Cc1ccc(-c2n[nH]c(=S)n2/N=C/c2c(C)nn(-c3ccccc3)c2C)cc1,6.0%
O=C(NCC1CC1)c1onc(CSc2ccncc2)c1C(=O)NCC1CC1,1.3%[57.5 µM]
COc1ccc(CC2(CO)CCN(Cc3cccc4nccnc34)CC2)cc1,4.7%
Cc1ccc(CNC(=O)CSCc2ccccc2)cc1,-3.0%
O=C1CC(N2CCSCC2)C(=O)N1c1ccc(F)cc1 (configuration not stated),17.6%[57.5 µM]
# Additional compounds follow:
SMILES,ERK EGF inh
Fc1ccc(N2CCN(Cc3ccccn3)CC2)cc1,-4.3%
C/C=N\NC(=O)CNC(=O)CNC(=O)c1ccccc1,-2.1%
CCCOc1ccc(N2C(=O)CC(N(CCOC34CC5CC(CC(C5)C3)C4)C(C)=O)C2=O)cc1 (configuration not stated),4.2%
CCCS(=O)(=O)Nc1c(C(=O)OC)[nH]c2ccccc12,-2.2%
COc1ccnc(Oc2ccc(F)cc2)c1C(=O)N/C=N/OCc1cccc(F)c1,-3.0%
COc1c(Br)cc(Br)cc1/C=C1/C(=O)N=C(N)N1C,-5.9%
OCCC1CN(Cc2nc3ccc(F)cc3[nH]2)CCN1C1CCCC1 (configuration not stated),4.7%[57.5 µM]
O=C(c1ccc(CN2CCc3ccccc3C2)cc1)N1CCN(c2ccccc2)CC1,6.0%
COc1cccc(NC(=O)CC2S/C(=N\S(=O)(=O)c3ccccc3)N(c3ccccc3)C2=O)c1 (configuration not stated),-8.4%
CCCCn1c(O)c(N=Nc2ccccn2)c2ccccc21,-3.9%
CCn1c(SCC(=O)Nc2cc(C)nn2-c2ccccc2)nnc1-c1cccs1,-7.3%[57.5 µM]
O=C(O)c1ccc(C[n+]2c(-c3ccccc3)csc2Nc2ccccc2)cc1,2.5%
O=c1c(N=Nc2ccc(O)cc2)c(-c2ccccc2)[nH]n1-c1ccc([N+](=O)[O-])cc1,11.9%
CCOC(=O)C1=C(Nc2ccccc2)CC(C)(O)C(C(=O)OCC)C1c1ccccc1 (configuration not stated),8.6%
CCOC(=O)c1ccc(NC(=S)N2CCN(c3ccc(N4CCOCC4)nn3)CC2)cc1,-1.0%
O=C(/C=C/c1cccs1)c1cc(Br)ccc1OC(=O)N1CCOCC1,-9.4%
O=C(O)C1CCC(CN(Cc2cccc(Br)c2)C(=S)Nc2ccccc2F)CC1 (configuration not stated),-1.0%[57.5 µM]
Cc1cccc(C)c1OCc1n[nH]c(=S)n1-c1ccccc1,-2.5%
COC(=O)c1nc2n(n1)C(c1ccc([N+](=O)[O-])cc1)C(C(=O)Nc1ccc(Cl)cc1)=C(C)N2 (configuration not stated),3.1%
Cc1cc(N2CC(C)OC(C)C2)nc2ccccc12 (configuration not stated),-4.6%
COc1ccc(S(=O)(=O)c2nnn(-c3cccc(Cl)c3)c2N)cc1,-8.3%
CN(C)c1ccc(NC(=O)Nc2cccc3ccccc23)cc1,-16.6%
CCOC(=O)c1ccc(NC(=S)Nc2ccccc2)cc1,-0.4%
Cc1nc(Nc2ccc(S(=O)(=O)N3CCCCC3C)cc2)c2nnn(Cc3ccccc3)c2n1 (configuration not stated),7.1%
O=C(NCc1nc2ccccc2[nH]1)C1=C[C@@H](c2csc3ccccc23)C[C@@H](OCCCCO)O1,-7.8%[57.5 µM]
# (next part)
SMILES,ERK EGF inh
Cn1c(CNC(=O)c2ccco2)nnc1SCC(=O)Nc1c(F)cc(F)cc1Br,-2.4%
CCOc1ccc(-n2c(SCc3cc(=O)oc4cc(C)ccc34)nnc2-c2cccnc2)cc1,-2.3%
O=C(O)c1ccc(-n2cncn2)c([N+](=O)[O-])c1,-8.6%[57.5 µM]
O=C(NN1C(=O)/C(=C/c2ccc(O)c([N+](=O)[O-])c2)SC1=S)c1ccccc1Cl,-5.7%
O=C(OCC(=O)c1ccc(Cl)s1)c1ccc2ccccc2n1,-0.3%
O=C(CS(=O)(=O)c1c[nH]c2ccccc12)N1CCCCCC1,2.4%
CN(CC(O)COc1c(F)cc(Br)cc1F)C1CCCCC1 (configuration not stated),-5.6%
O=C(CCc1ccccc1)Nc1cc2c(cc1Cl)OCCO2,6.4%
Cc1cc(C)nc(SCC(CSc2nc(C)cc(C)n2)C(=O)O)n1,-0.7%
O=C(O)CCCC[C@H]1SC[C@H]2NC(=O)N[C@@H]21,-8.5%[25.7 µM]
COc1ccc(C2NC(Cc3ccccc3)(C(=O)O)C3C(=O)N(c4ccccc4OC)C(=O)C23)cc1 (configuration not stated),-8.1%
CCOc1ccc(Nc2nc3cc(S(=O)(=O)CC)ccc3o2)cc1,-7.0%[57.5 µM]
CC(=O)N1CCc2cc(S(=O)(=O)CCC(=O)N3CCN(C(=O)c4ccco4)CC3)ccc21,7.5%
O=C(COC(=O)/C=C/c1ccc([N+](=O)[O-])cc1)NCc1ccc2c(c1)OCO2,-0.3%[57.5 µM]
CN(C)S(=O)(=O)N(CC(=O)NCCSCc1ccc(Cl)cc1)c1ccccc1,-11.4%[57.5 µM]
CC1Cc2ccccc2N1C(=S)NC(=O)c1cccc(Br)c1 (configuration not stated),-16.0%
CN1C(=S)SC(N2OC3C(=O)N(c4ccccc4)C(=O)C3C2c2ccc(Cl)cc2)C1(C)C (configuration not stated),-5.2%
COc1ccc(/C=C/C(=O)OCc2csc(-c3ccccc3)n2)cc1OC,-6.6%
Cc1nn(-c2ccccc2)c(C)c1/C=N/NC(=O)CSc1nc2ccccc2c(=O)n1-c1ccccc1,2.8%
O=C(Nc1ccc(Cl)cc1Cl)c1ccc(-c2ccccc2)cc1,0.2%
CCOC(=O)c1sc(NN=C(C(=O)OC)C(=O)OC)c(C(=O)OCC)c1C,?
Cc1cccc(N=Nc2c(C)[nH]n(-c3ccccc3)c2=O)c1,7.08µM*
O=C1ON=C(c2ccccc2)/C1=C/c1ccc(-c2ccccc2[N+](=O)[O-])o1,?
CCN(CC)c1ccc(/C=N/n2c(-c3ccccc3Br)n[nH]c2=S)cc1,7.5%[57.5 µM]
CSC(=S)N/N=C/c1c[nH]c2ccccc12,-12.9%

# 15 structures from above, ordered by length of the SMILES, lowest first:
SMILES,ERK EGF inh
CSC(=S)N/N=C/c1c[nH]c2ccccc12,-12.9%
O=C(CCc1ccccc1)Nc1cc2c(cc1Cl)OCCO2,6.4%
CN(CC(O)COc1c(F)cc(Br)cc1F)C1CCCCC1 (configuration not stated),-5.6%
O=C(OCC(=O)c1ccc(Cl)s1)c1ccc2ccccc2n1,-0.3%
O=C(O)c1ccc(-n2cncn2)c([N+](=O)[O-])c1,-8.6%[57.5 µM]
O=C(O)CCCC[C@H]1SC[C@H]2NC(=O)N[C@@H]21,-8.5%[25.7 µM]
O=C(CS(=O)(=O)c1c[nH]c2ccccc12)N1CCCCCC1,2.4%
Cc1cc(C)nc(SCC(CSc2nc(C)cc(C)n2)C(=O)O)n1,-0.7%
CCOC(=O)c1sc(NN=C(C(=O)OC)C(=O)OC)c(C(=O)OCC)c1C,?
O=C1ON=C(c2ccccc2)/C1=C/c1ccc(-c2ccccc2[N+](=O)[O-])o1,?
CCOc1ccc(-n2c(SCc3cc(=O)oc4cc(C)ccc34)nnc2-c2cccnc2)cc1,-2.3%
CC(=O)N1CCc2cc(S(=O)(=O)CCC(=O)N3CCN(C(=O)c4ccco4)CC3)ccc21,7.5%
CN1C(=S)SC(N2OC3C(=O)N(c4ccccc4)C(=O)C3C2c2ccc(Cl)cc2)C1(C)C (configuration not stated),-5.2%
Cc1nn(-c2ccccc2)c(C)c1/C=N/NC(=O)CSc1nc2ccccc2c(=O)n1-c1ccccc1,2.8%
COc1ccc(C2NC(Cc3ccccc3)(C(=O)O)C3C(=O)N(c4ccccc4OC)C(=O)C23)cc1 (configuration not stated),-8.1%

# Further compounds.
SMILES,ERK EGF inh
C#CCOCCOCCOCCNc1nc(N2CCN(C(=O)[C@H](C)n3cc(CCCN=C(N)N)nn3)CC2)nc(N2CCN(C(=O)[C@H](C)n3cc(CCCN=C(N)N)nn3)CC2)n1,-1.7%
COC(=O)c1cn(NC(=O)/C=C/c2ccc(OC)c(OC)c2)c(=O)c2ccccc12,-1.9%
CCNC(=O)c1sc2cc(C)ccc2c1Cl,-6.8%[57.5 µM]
CC(C)c1nc2sc3c(=O)[nH]c(=S)[nH]c3c2c2c1CCC2,3.9%
CCOC(=O)C1CCN(C(=O)COc2ccc(N(C)S(=O)(=O)c3ccc(C)cc3)cc2)CC1,1.2%
Cc1ccc(-c2nnc(CCC(=O)N(C)Cc3nccs3)o2)s1,-2.0%
COc1ccccc1NC(=O)c1cc2c(s1)-c1ccccc1S(=O)(=O)C2,0.1%[57.5 µM]
Cc1ccc(NC(=O)CSc2ncn[nH]2)cc1S(=O)(=O)N1CCOCC1,24.8%
C=CCn1c(C)cc(C(=O)COc2ccc(S(=O)(=O)N3CCCC3)cc2[N+](=O)[O-])c1C,0.8%
COc1cc(/C=N/Nc2ccc([N+](=O)[O-])cc2S(=O)(=O)N2CCOCC2)cc(OC)c1OC,0.8%
Cc1ccc(NS(=O)(=O)c2ccc3[nH]c(=O)c(=O)[nH]c3c2)cc1Cl,6.1%
Cc1ccc(/C=C2/NC(=O)N(Cc3ccccc3F)C2=O)s1,0.2%[57.5 µM]
CC(=O)Nc1ccc(Cc2nc3ccccc3[nH]2)cc1,-6.4%
O=C(CCNS(=O)(=O)c1cccc2nsnc12)NCc1ccc(F)cc1,1.7%
NC(=O)COC(=O)C12CC3CC(CC(O)(C3)C1)C2,-3.8%
COc1ccccc1Oc1cc(-n2nc(C)cc2C)ncn1,-3.9%
COc1ccc(CCN2C(=O)CC(NC34CC5CC(CC(C5)C3)C4)C2=O)cc1OC (configuration not stated),-4.6%
CSc1ccccc1NC(=O)N1CCCC(C(=O)c2ccc3c(c2)OCO3)C1 (configuration not stated),2.2%
Cn1cccc1C(=O)OCC(=O)N1CC(=O)Nc2ccccc21,-2.3%
O=C(NNC(=O)C1CC(c2cccs2)=NO1)NC1CCCCC1 (configuration not stated),-10.9%
COc1cccc(/C=N/NC(=O)c2ccc([N+](=O)[O-])cc2Cl)c1O,-8.5%
N#CC1=C(N)C2=CCCC[C@H]2[C@H](c2ccc(Br)cc2)C1(C#N)C#N,-8.6%
Cc1ccc2nc3c(c(Nc4ccc5c(c4)OCCO5)c2c1)CCC3,2.1%
CC1=NN(C(=O)COc2cc(C)ccc2C(C)C)C(O)(c2ccccc2)C1 (configuration not stated),12.9%[57.5 µM]
CCCCC(=O)Nc1cc([N+](=O)[O-])ccc1F,-4.2%

# Entries above printed as active in ERK EGF inh.
SMILES,ERK EGF inh
Cc1cccc(N=Nc2c(C)[nH]n(-c3ccccc3)c2=O)c1,7.08µM*

# Additional records:
SMILES,ERK EGF inh
CC(=O)NC(Cc1ccc(F)c(F)c1)C(=O)NC1CCN(c2c(Cc3ccccc3)c(C)nc3ncnn23)CC1 (configuration not stated),0.2%
NC(=O)c1ccc(OCC(F)(F)F)nc1,-9.7%[57.5 µM]
O=C(COc1ccc(Cl)cc1)Nc1ncc([N+](=O)[O-])s1,-15.1%
Cc1cc(C(F)F)n2nc(C(=O)Nc3sc4c(c3C(N)=O)CCC4)nc2n1,-2.6%
CC(C)(C)C1CCc2c(sc(NC(=O)CSc3ncn[nH]3)c2C#N)C1 (configuration not stated),13.8%
O=C(C1=C(O)C(=O)N(CCOCCO)C1c1ccccn1)c1cccs1 (configuration not stated),4.8%[57.5 µM]
NC(=O)c1cccc(C(N)=O)n1,-5.4%
c1cc(-c2sc(-c3ccncc3)c(-c3ccncc3)c2-c2ccncc2)ccn1,8.4%[57.5 µM]
O=C(CCCC(=O)OCC(F)(F)C(F)F)Nc1ccccc1F,-1.3%
Cc1nc(NC(=O)CSc2nnc(-c3ccc4c(c3)OCO4)o2)c(Cl)cc1Cl,15.2%
COc1ccccc1CNC(=O)COC(=O)Cc1c(F)cccc1Cl,4.1%
N[C@H](CCC(=O)N[C@H](CSN=O)C(=O)NCC(=O)O)C(=O)O,-13.0%
COC(=O)CSc1nc(Cc2ccccc2)nc2ccccc12,-7.5%

# Screening results: PubChem, National Center for Advancing Translational Sciences (NCATS)
